Screens as filed in PubChem BioAssay.
ATXN2 expr inh: Primary qHTS for Inhibitors of ATXN expression | HEK-293 ATXN2-luciferase reporter, luminescence, 24 h | Potency, µM (series often up to 57 µM), for the others: top-dose activity change, negative = inhibition, usual class: inhibitors | hit rate 0.72% among 360,000 | AID 1745845, 2022; also: potency is read from the fitted curve at half-maximal effect; % is scaled to controls: 0 for no effect and ±100 for the full control effect; nearly all actives have a fitted effect of over 55% in size
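ATXN2-luciferase reporter cells (luciferase flanked by upstream and downstream ATXN2 gene portions) were treated 24 h at 37 °C with compounds at up to 57 uM. SteadyGlo luminescence gave expression; GF-AFC fluorescence gave viability.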
IL1B secr inh: qHTS for Inhibitors of Inflammasome Signaling: IL-1-beta AlphaLISA Primary Screen. THP-1 LPS/ATP IL-1B secretion, AlphaLISA, 16 h; active compounds read low. activity change, % at 57.5 µM. hit rate 4.7% among 360,000; in the data active = activity change below about -50%; inconclusive = mostly about -30% to -49%; also: % is scaled to controls: 0 for no effect and ±100 for the full control effect
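Secreted IL-1B measured by AlphaLISA bead assay after 16 h compound exposure of THP-1 cells; compounds (final up to 57.5 uM) added 1 h before LPS (250 ng/mL) and ATP (1.25 mM) stimulation; lower signal means less secretion.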
MCF10A rerep: A quantitative high throughput screen for small molecules that induce DNA re-replication in MCF 10a normal breast cells. Potency, µM (highest dose often 46.1 µM), inactives show at the top dose activity, positive = re-replication, actives largely listed as activators. hit rate 2.9% among 350,000. MCF 10A DNA re-replication, Hoechst nuclear intensity, 48 h; also: potency is read from the fitted curve at half-maximal effect; % of control where 0% means no effect; nearly all actives have a fitted effect of over 50% in size
KB-3-1 cytotox: qHTS assay for MDR1-selective chemotherapeutics: Primary screen using the parental adenocarcinoma cell KB-3-1 | KB-3-1 viability, CellTiter-Glo ATP luminescence, 72 h | Potency, µM (top dose mostly 46.1 µM), for inactives: at the top dose activity change, negative = cytotoxic, usual class: cytotoxic | hit rate 1.4% among 400,000 | AID 1347075, 2019; also: potency is read from the fitted curve at half-maximal effect; % is scaled to controls: 0 for no effect and ±100 for the full control effect; nearly all actives have a fitted effect of over 60% in size
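Viability of parental KB-3-1 cells, measured by CellTiter-Glo luminescence, followed a 72 h incubation at 37 °C with pinned compounds in phenol-red-free DMEM containing 10% FBS.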
HT1080 IDH1KD tx: qHTS for induction of synthetic lethality in tumor cells producing 2HG: qHTS for the HT-1080-IDH1KD cell line | hit rate 2% among 360,000 | Potency, µM (series often up to 46.1 µM), inactives show at the highest dose activity, negative = toxicity, most hits filed as cytotoxic | HT-1080 IDH1 knockdown viability, ATP luminescence, 48 h;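 also: potency is read from the fitted curve at half-maximal effect; 0% = DMSO wells and -100% = cell-free medium wells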
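IDH1KD HT-1080 cells, 750/well, RPMI + 5% FBS; compound pinned after 2 h settling; 48 h, 37 °C; CellTiter-Glo luminescence; % activity normalised to DMSO and no-cell wells; curves fitted, classed by r2 and efficacy.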
KB-V1 cytotox: qHTS assay for MDR1-selective chemotherapeutics: Primary screen using the drug-selected MDR subline cells KB-V1; KB-V1 MDR cells viability, CellTiter-Glo, 72 h; Potency, µM (titrated, usually from 46.1 µM), for the others: at the top dose activity change, negative = cytotoxicity, hits mostly cytotoxic; hit rate 3.4% among 400,000; AID 1347076, 2019; also: potency is read from the fitted curve at half-maximal effect; % is scaled to controls: 0 for no effect and ±100 for the full control effect; nearly all actives have a fitted effect of over 60% in size
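Readout: CellTiter-Glo luminescence, 10 min after addition. Cells: KB-V1 MDR subline, 72 h at 37 degrees C with compound. Analysis: corrected, normalized data fitted to concentration-effect curves.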
SW480 rerep: A quantitative high throughput screen for small molecules that induce DNA re-replication in SW480 colon adenocarcinoma cells; AID 624297, 2012; Potency, µM (doses to about 46.1 µM), without a hit: at the highest dose re-replication activation, usual class: activators; hit rate 1.8% among 340,000; SW480 DNA re-replication, Hoechst DNA content imaging, 48 h; also: potency is read from the fitted curve at half-maximal effect; % of control where 0% means no effect; nearly all actives have a fitted effect of over 55% in size
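Hoechst fluorescence of nuclei (405 nm excitation, 500-530 nm emission) measured by plate-scanning imager after 48 hr compound exposure at 37 C; re-replication scored as increased number of nuclei with elevated intensity.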
WRN helicase inh: qHTS for Inhibitors of WRN Helicase. Bifunctional 3'-5' exonuclease/ATP-dependent helicase WRN (Homo sapiens), Q14191. WRN helicase unwinding, fluorescent forked duplex, kinetic. Potency, µM (top dose mostly 114 µM), without a hit: at the top dose activity change, negative = inhibition, most hits filed as inhibitors. hit rate 0.46% among 360,000; also: potency is read from the fitted curve at half-maximal effect; % is scaled to controls: 0 for no effect and ±100 for the full control effect; nearly all actives have a fitted effect of over 55% in size
Target sequence (Q14191 whole entry, looked up): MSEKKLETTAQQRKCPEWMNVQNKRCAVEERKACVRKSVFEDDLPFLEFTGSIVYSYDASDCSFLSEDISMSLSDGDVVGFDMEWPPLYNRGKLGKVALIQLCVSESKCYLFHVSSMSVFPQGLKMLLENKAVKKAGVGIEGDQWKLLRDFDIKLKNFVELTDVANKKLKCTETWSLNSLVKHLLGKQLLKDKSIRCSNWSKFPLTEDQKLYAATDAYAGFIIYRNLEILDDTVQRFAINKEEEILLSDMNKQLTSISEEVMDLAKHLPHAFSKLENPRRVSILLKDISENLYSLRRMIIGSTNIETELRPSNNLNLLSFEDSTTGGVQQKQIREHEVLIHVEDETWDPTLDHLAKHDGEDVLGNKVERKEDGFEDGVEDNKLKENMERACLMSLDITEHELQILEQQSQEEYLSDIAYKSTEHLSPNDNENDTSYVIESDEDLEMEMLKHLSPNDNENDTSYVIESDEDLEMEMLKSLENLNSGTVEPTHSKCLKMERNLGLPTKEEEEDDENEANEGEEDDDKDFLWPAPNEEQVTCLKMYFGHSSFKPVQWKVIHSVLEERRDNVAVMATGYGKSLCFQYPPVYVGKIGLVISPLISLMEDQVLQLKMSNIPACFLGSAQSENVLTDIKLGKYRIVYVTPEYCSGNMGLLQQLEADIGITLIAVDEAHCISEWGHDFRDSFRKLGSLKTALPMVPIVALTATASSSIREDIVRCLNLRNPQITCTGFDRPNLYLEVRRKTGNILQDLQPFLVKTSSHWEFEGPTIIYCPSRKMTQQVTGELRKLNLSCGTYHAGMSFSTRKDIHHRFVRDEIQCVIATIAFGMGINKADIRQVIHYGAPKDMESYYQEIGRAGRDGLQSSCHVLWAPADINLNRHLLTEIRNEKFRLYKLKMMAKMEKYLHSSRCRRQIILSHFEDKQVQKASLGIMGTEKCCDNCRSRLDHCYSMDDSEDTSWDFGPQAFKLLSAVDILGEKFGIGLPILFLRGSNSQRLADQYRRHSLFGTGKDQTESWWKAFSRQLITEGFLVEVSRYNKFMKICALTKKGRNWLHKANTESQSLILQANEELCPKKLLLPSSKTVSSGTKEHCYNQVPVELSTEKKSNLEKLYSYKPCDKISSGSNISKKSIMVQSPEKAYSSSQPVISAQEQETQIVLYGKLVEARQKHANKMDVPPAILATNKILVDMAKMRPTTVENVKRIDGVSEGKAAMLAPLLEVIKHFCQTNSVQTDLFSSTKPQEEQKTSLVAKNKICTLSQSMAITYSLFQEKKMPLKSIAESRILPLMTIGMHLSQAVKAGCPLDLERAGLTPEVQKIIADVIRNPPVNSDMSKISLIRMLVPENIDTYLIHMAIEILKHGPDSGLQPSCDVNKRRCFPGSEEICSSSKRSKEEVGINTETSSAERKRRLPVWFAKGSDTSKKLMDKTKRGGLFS
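WRN at 20 nM final was preincubated with compound for 15 min at room temperature; reaction started with 100 nM forked duplex oligonucleotide carrying fluorophore and quencher plus 2 mM ATP (final). Unwinding followed kinetically by red fluorescence (ex 525/em 598 nm).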
HT1080-NT tox: qHTS for induction of synthetic lethality in tumor cells producing 2HG: qHTS for the HT-1080-NT fibrosarcoma cell line | HT-1080-NT fibrosarcoma viability, CellTiter-Glo ATP luminescence, 48 h | Potency, µM (top dose mostly 46.1 µM), inactives show at the top dose activity, negative = less viability, most hits filed as cytotoxic | hit rate 1.6% among 360,000;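 also: NT is the 2HG producing partner of a matched IDH1 knockdown line; potency is read from the fitted curve at half-maximal effect; 0% = DMSO-treated cells and -100% = media-only wells without cells; nearly all actives have a fitted effect of over 55% in size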
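750 cells/well, RPMI + 5% FBS; 2 h settle, compound pin-transfer, 48 h at 37 degrees C. CellTiter-Glo 10 min RT, luminescence. Normalized to DMSO and media-only wells.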
Active calls of the source: *; ? = inconclusive; · = not tested or not shown; [ ] = remark or other dose. Unless noted, calls follow the shape of the dose curve; as a rule, active = well fitted curve in the direction sought with a large enough effect; inconclusive = small, poorly fitted or top-dose-only effect, or another doubt; inactive = no such curve, though single readings can be large; an effect the other way counts as inactive or inconclusive.

SMILES	ATXN2 expr inh	IL1B secr inh	MCF10A rerep	KB-3-1 cytotox	HT1080 IDH1KD tx	KB-V1 cytotox	SW480 rerep	WRN helicase inh	HT1080-NT tox
Cc1cc(C)n(-c2ccc(C(=O)Nc3cc(S(=O)(=O)N(C)C)ccc3Cl)cc2)n1	-19%	-24	9%	-6%	-7%	?	1%	?	-2%
C/C=C/C(=O)OCC(=O)Nc1ccc(C)c(S(=O)(=O)N(C)C)c1	-4%	?	-2%	3%	-10%	6%	-31%[inhibitor]	-2%	13%
C=CCn1c(C)cc(C(=O)Cn2c(C(C)O)nc3ccccc32)c1C (stereo not drawn)	-14%	3	12%	?	5%	?	-4%	-3%	0%
CCOc1ccc(S(=O)(=O)Nc2ccc(S(=O)(=O)N3CCOCC3)cc2)cc1	-4%	7	3%	-4%	3%[9.24 µM]	?	-5%	2%	2%
O=C(NC1CCCCCCC1)c1c(O)c2ccccc2[nH]c1=O	11%	-14	?	-2%	0%	12%	-8%	-3%	20%
COCC(C)n1c(C)cc(C(=O)CSc2nnc(-c3ccco3)o2)c1C (stereo not drawn)	-18%	-17	-8%	?	-20%	0%	9%	0%	-7%
O=C(N/N=C/c1ccc2c(c1)OCO2)C(=O)Nc1cccc(Cl)c1	-3%	-20	1%	22%	4%	15%	-2%	-2%	0%
COc1ccc(N2CCN(C(=O)CNC(=O)Cn3c(C)cc4ccccc4c3=O)CC2)cc1	7%	-9	1%	-10%	-5%	?	-13%	4%	3%
CCOC(=O)c1cc(C)[nH]c(=S)c1C#N	1%	21	3%	20%	17%	5%	-1%	-19%	16%
O=C(NNc1nc(-c2ccccc2)c2cc(Br)ccc2n1)c1ccc(S(=O)(=O)N2CCOCC2)cc1	-10%	-51*	7%	-18%	-4%	?	?	2%[57.1 µM]	-4%
FC(F)(F)c1cc(-c2cccs2)nc2nc(N3CCOCC3)sc12	-31%	0	?	-5%	0%	?	1%	-3%	2%
COc1cc(NC(=O)C2CC(=O)N(CCc3ccccc3)C2)cc(OC)c1 (stereo not drawn)	-13%	-17	6%	3%	7%	-2%	134%	-7%	5%
CCOc1ccc(Oc2ccccc2NS(=O)(=O)c2ccc(CCC(=O)O)cc2)cc1	-15%	7	1%	-18%	-3%	13%	-11%	0%[11.6 µM]	-3%
O=C(CC(=O)N/N=C/c1c(F)cccc1Cl)NCCc1ccccc1	·	18	-2%	1%	7%	8%	0%	12%	9%
O=C(O)c1ccccc1C(=O)c1ccc2c(c1)CCC2	0%	54	-2%	19%	26%	22%	0%	14%	17%

Three compounds already listed, arranged by their value in WRN helicase inh, low to high.
Molecule,WRN helicase inh
O=C(NC1CCCCCCC1)c1c(O)c2ccccc2[nH]c1=O,-3%
O=C(N/N=C/c1ccc2c(c1)OCO2)C(=O)Nc1cccc(Cl)c1,-2%
CCOc1ccc(S(=O)(=O)Nc2ccc(S(=O)(=O)N3CCOCC3)cc2)cc1,2%

Next results follow:
SMILES	ATXN2 expr inh	IL1B secr inh	MCF10A rerep	KB-3-1 cytotox	HT1080 IDH1KD tx	KB-V1 cytotox	SW480 rerep	WRN helicase inh	HT1080-NT tox
Clc1ccc2nc(-c3ccccc3)cn2c1	4%	21	7%	-17%	4%	-4%	-3%	-1%	3%
COc1ccccc1C(=O)NCCC(=O)Nc1ccc(S(=O)(=O)N2CC(C)CC(C)C2)cc1 (stereo not drawn)	-23%	?	12%	-11%	-10%	?	-4%	-3%	-4%
CCCN(Cc1nnc(-c2cccs2)o1)C(=O)CN1C(=O)NC2(CCCCC2)C1=O	-4%	-13	0%	0%	-1%	3%	-2%	-9%	-4%
Cc1cccc(/C=N/Nc2nncc3ccccc23)c1	-14%	-19	-4%	19%	-7%	?	-11%	-11%	-7%
Fc1ccc(NC(=S)N2CCOCC2)c(F)c1	9%	4	1%	11%	10%	24%	-4%	7%	4%
CN(C)c1ccc(/C=C(\NC(=O)c2ccccc2)C(=O)NCc2cccnc2)cc1	2%	7	7%	22%	10%	0%	-24%	10%	18%
O=C(O)CC/C(=N/NC(=O)c1cn(-c2ccccc2)nc1-c1ccccc1)C(=O)O	·	-7	?	5%	-1%	-6%	24%	-4%[57.1 µM]	-6%
O=C(CCNC(=O)C1CCN(S(=O)(=O)c2ccccc2)CC1)NCc1cccnc1	·	-14	·	17%	-4%	6%	·	4%	11%
Cc1[nH]n(-c2ccccc2)c(=O)c1C=NCC1CCCO1 (stereo not drawn)	·	11	-2%	-18%	-1%	6%	0%	6%	1%
CN(CC(=O)Nc1c(Cl)cccc1Cl)C(=O)c1ccccc1SCC(=O)N1CCCC1	6%	9	-4%	11%	10%	14%	3%	12%	1%
CN(C)c1cccc(C(=O)NNC(=S)NC2CC3CCC2C3)c1 (stereo not drawn)	-4%	-26	-1%	-3%	-14%	?	-5%	8%	-17%
CCCn1c(=O)[nH]c(=O)c2c(C(F)(F)F)cc(-c3ccc(C)cc3)nc21	-4%[11.3 µM]	45	-3%	-3%	6%	-3%	1%	-6%	-3%
CC1CCN(CCCNC(=O)c2ccc(CSCc3cccc(Cl)c3)o2)CC1	-15%	?	?	-27%	?	-29%	13%	3%	?
CCOC(=O)C1CCCN(C(=O)/C=C/c2cc(OC)c(OC)c(OC)c2)C1 (stereo not drawn)	-6%	77	-10%	?	9%	?	0%	-2%	5%
Cc1c(-n2c(O)c(C3=c4ccccc4=NC3=O)sc2=O)c(=O)n(-c2ccccc2)n1C	-4%	27	2%	-1%	?	-3%	-3%	4%[57.1 µM]	2%
O=C(NCc1ccco1)[C@@H]1CSC2c3ccccc3C(=O)N21 (stereo partly drawn)	5%	-2	2%	15%	12%	0%	-5%	-28%	17%
CC1(CCc2ccccc2)NC(=O)N(CC(=O)Nc2ccccc2C#N)C1=O (stereo not drawn)	19%	7	2%	1%	-7%	-8%	8%	-11%	0%
Cc1cc(NC(=O)CSc2nc3c(c(-c4cccnc4)c2C#N)CCC3)no1	-2%	-17	?	20%	-4%	-18%	-2%	?	4%
COc1ccc(C(=O)Nc2ccc(C(=O)c3ccccc3)cc2)cc1	-18%	32	25%	-22%	?	?	-60%[inhibitor]	-4%	?
CCCc1nnc(NC(=O)CCC(=O)N2CCN(Cc3ccc(F)cc3)CC2)s1	2%	0	2%	-15%	16%	1%	-3%	2%	12%
COc1ccc(C2=CSC(/N=C/c3ccc(F)cc3)=NN2)cc1	-8%	?	-5%	3%	0%	-30%	27%	-17%	-16%
CC(C)c1ccc(CNC(=O)CSCC(=O)Nc2ccc3ccccc3c2)cc1	-12%	-13	18%	?	?	0%	18%	-1%	?
CC1Cc2ccccc2N1C(=O)CCNS(=O)(=O)c1cccc2nsnc12 (stereo not drawn)	-10%	0	8%	-14%	11%	0%	0%	-7%	12%
COC(=O)c1ccccc1NC(=O)c1cc2ncc(Br)cn2n1	0%	15	2%	-6%	9%	6%	-5%	-35%	12%
Cc1nn(CC(=O)NCCCc2ccccc2)c(C)c1[N+](=O)[O-]	2%	-4	-1%	-1%	1%	?	0%	-3%	-11%
CCCN(CCC)CCCNC(=O)CN1C(=O)CSc2ccc(S(=O)(=O)N3CCOCC3)cc21	·	-10	-4%	3%	-2%	19%	-49%	3%	-3%
CC(C)c1ccc(C(C)NC(=S)NC2CCCCC2)cc1 (stereo not drawn)	-38%	0	?	?	-1%	?	5%	3%	-3%
Cc1ccc(S(=O)(=O)Nc2cc(C)c(O)c(Sc3n[nH]c(C)n3)c2)cc1	3%	-3	?	6%	?	-22%	-1%	-6%	?
Cc1ccc(-c2csc(NC(=O)c3ccc(-c4ccccc4)cc3)n2)o1	-12%	-23	?	?	-22%	15µM*	12%	-10%	0%
CC(=O)Nc1ccc(C(=O)N/N=C/c2ccncc2)cc1	-16%	16	0%	0%	11%	21%	-5%	-1%	4%
O=C(NCc1ccco1)/C(=C\c1ccc(F)cc1)NC(=O)c1ccco1	-12%	3	-3%	6%	7%	-13%	0%	10%	8%
Cc1cccc(C(=O)NNC(=O)C(=O)NC(C)(C)C)c1	2%	3	-9%	7%	1%	7%	-10%	3%	-2%
CC(NC(=O)/C(C#N)=C/c1ccc([N+](=O)[O-])o1)c1ccccc1 (stereo not drawn)	?	-105*	3.7µM*	?	6.5µM*	-3%	3.7µM*	56µM*	-23%
COc1ccccc1C1C(C(N)=O)=C(C)Nc2nc(-c3ccc(Cl)cc3)nn21 (stereo not drawn)	19%	-25	-1%	11%	-3%	?	1%	-14%	-3%
C=C(C)Cn1c2ccc(NC(=O)NCC)cc2c(=O)n1C	8%	29	·	0%	2%	4%	·	-1%	15%
Cc1ccc(NC(=O)CN(C)C(=O)C2COc3ccccc3O2)cc1 (stereo not drawn)	·	7	2%	-3%	-2%	-21%	-55%[inhibitor]	-1%	0%

Individual results from the list.
HT1080 IDH1KD tx with `COc1ccccc1C1C(C(N)=O)=C(C)Nc2nc(-c3ccc(Cl)cc3)nn21` (stereo not drawn) : -3%
HT1080-NT tox with `Cc1ccc(NC(=O)CN(C)C(=O)C2COc3ccccc3O2)cc1` (stereo not drawn) : 0%
KB-V1 cytotox with `C=C(C)Cn1c2ccc(NC(=O)NCC)cc2c(=O)n1C` : 4%
MCF10A rerep with `Cc1cccc(C(=O)NNC(=O)C(=O)NC(C)(C)C)c1` : -9%

Not a hit list; about 12% have a hit in one of these screens.
